MBNL1-CUG inh: inhibitors of human MBNL1 binding to CUG repeat RNA | Q9NR56 | TR-FRET MBNL1-His/biotin-(CUG)12 binding, 665/545 ratio | Potency, µM (top dose mostly 57.5 µM), without a hit: at the top dose activity change, negative = inhibition, usual class: inhibitors | 280,000 tested, 0.036% active; active = well fitted inhibition curve with a large enough effect in the signal ratio, with a control signal flat, not every such curve was filed as active; inconclusive = small, poorly fitted or top-dose-only effect, or effect the other way, or a change in a side signal; inactive = no such curve, though single readings can be large or run the other way; the % refers to the signal ratio; note: % is set by controls: 0 for no effect and ±100 for the full control effect
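Inhibition of protein-RNA binding appears as loss of TR-FRET between terbium anti-His antibody on MBNL1-His and streptavidin-XL665 on biotin-(CUG)12. Activity is normalized to buffer-only and uninhibited-complex controls.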
p53 reactivator: mutant p53 re-activation in reporter cells; Potency, µM (highest dose often 92.2 µM), for inactives: at the highest dose activity change, positive = activation, actives largely listed as activators; H1299 p53-A138V BP100-luciferase reporter, luminescence, 24 h; 320,000 tested, 0.063% active; note: % of control where 0% means no effect; nearly all actives have a fitted effect of over 45% in size
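p53-null H1299 cells stably carrying temperature-sensitive p53-A138V and a BP100-luciferase reporter were pinned with compounds (4-point, 1:5 series) and held 24 hrs at 37 deg C. Luminescence was read 10 min after detection reagent.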
uPA generation: blocks generation of uPA at the cell surface; cell surface uPA generation assay, qHTS; Potency, µM (series often up to 38.3 µM), for inactives: top-dose activity change, negative = inhibition, actives largely listed as inhibitors; 330,000 tested, 0.31% active; AID 540303; active = well fitted inhibition curve with a large enough effect; inconclusive = small, poorly fitted or top-dose-only effect; inactive = no such curve, though single readings can be large or run the other way; tested in mouse RAW 264.7 cells; note: % is set by controls: 0 for no effect and ±100 for the full control effect; nearly all actives have a fitted effect of over 55% in size
NPC1 prom act: activators of NPC1 promoter; Huh7 NPC1 promoter luciferase reporter, 24 h; Potency, µM (titrated, usually from 9.22 µM), for inactives: at the highest dose activation, most hits filed as activators; 320,000 tested, 2.4% active;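 note: % of control where 0% means no effect; nearly all actives have a fitted effect of over 60% in size; reporter is driven by a mutant NPC1 promoter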
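NPC1 promoter–luciferase Huh7 cells; 24 h compound; luminescence.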
Gal4-VP16 FLuc: inhibits Gal4-VP16 luciferase reporter, ROR gamma counter-screen; 310,000 tested, 3.5% active; Drosophila S2 Gal4-VP16 UAS-luciferase, luminescence, 20 h; Potency, µM (series often up to 53.6 µM), without a hit: at the top dose activity, negative = inhibition, hits mostly inhibitors; AID 2546;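 note: Gal4-VP16 expression switched on by copper sulfate through the metallothionein promoter; % is set by controls: 0 for no effect and ±100 for the full control effect; nearly all actives have a fitted effect of over 50% in size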
RORg inh: inhibitors of mouse ROR gamma transcriptional activity. 310,000 tested, 5.4% active. Drosophila S2 Gal4-RORgamma UAS-luciferase reporter, 20 h. P51450. AID 2551. Potency, µM (highest dose often 53.6 µM), without a hit: at the highest dose activity change, negative = inhibition, hits mostly inhibitors; note: % is set by controls: 0 for no effect and ±100 for the full control effect; nearly all actives have a fitted effect of over 60% in size
Target sequence (P51450 whole entry, looked up, the tested form may be a part): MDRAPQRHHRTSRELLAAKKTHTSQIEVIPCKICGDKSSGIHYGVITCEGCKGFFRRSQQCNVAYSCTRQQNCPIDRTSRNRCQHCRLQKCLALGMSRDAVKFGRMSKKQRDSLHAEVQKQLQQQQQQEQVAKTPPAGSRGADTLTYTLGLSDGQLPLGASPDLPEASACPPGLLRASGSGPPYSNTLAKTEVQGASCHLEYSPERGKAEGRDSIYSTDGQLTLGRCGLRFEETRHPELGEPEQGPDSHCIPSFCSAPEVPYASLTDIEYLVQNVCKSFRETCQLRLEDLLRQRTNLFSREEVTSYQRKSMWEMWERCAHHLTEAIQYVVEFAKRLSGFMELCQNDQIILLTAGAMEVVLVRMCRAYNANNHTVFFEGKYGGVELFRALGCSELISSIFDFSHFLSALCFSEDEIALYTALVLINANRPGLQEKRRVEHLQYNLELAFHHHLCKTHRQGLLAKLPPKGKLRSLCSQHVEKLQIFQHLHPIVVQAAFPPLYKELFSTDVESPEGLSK
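Drosophila S2 cells stably expressing Gal4-DBD/mouse RORγ fusion under metallothionein promoter plus UAS-luciferase; compound 1 h, then 700 uM CuSO4 induction for 20 h at ambient temperature; inhibition read as reduced luminescence.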
ELG1 genotox: induces genotoxicity in HEK293T cells with luciferase-tagged ELG1; HEK293T ELG1-luciferase reporter, luminescence, 16 h; Potency, µM (titrated, usually from 46 µM), for the others: at the highest dose activity change, positive = activation, hits mostly activators; 330,000 tested, 1.3% active; AID 504466; note: % of control where 0% means no effect; nearly all actives have a fitted effect of over 60% in size
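16 hr compound incubation (37 °C, 5% CO2) of HEK293T cells carrying luciferase-tagged ELG1; luciferase then measured by ONE-Glo luminescence after 30 min at RT.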
CXXC DNA block: MLL CXXC-DNA interaction inhibition. MLL-CXXC / FITC-HOXA9 DNA fluorescence polarization. Potency, µM (titrated, usually from 115 µM), for the others: top-dose activity change, negative = inhibition, actives largely listed as inhibitors. 290,000 tested, 0.037% active. AID 2662; active = well fitted inhibition curve with a large enough effect in the polarisation, with a control signal flat, not every such curve was filed as active; inconclusive = small, poorly fitted or top-dose-only effect, or effect the other way, or a change in a side signal; inactive = no such curve, though single readings can be large or run the other way; the % refers to the polarisation
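Purified MLL-CXXC (added from a 7 uM solution) was preincubated 5 min at ambient with pinned compounds in 50 mM Tris-HCl pH 7.5, 50 mM NaCl, 1 mM DTT, 0.05% BSA. Fluorescein-labeled HOX-A9 DNA (50 nM solution) followed, 30 min, then polarization read.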
Rab9 prom act: activators of Rab9 promoter | Huh7 Rab9 promoter-luciferase reporter, luminescence, 24 h | Potency, µM (titrated, usually from 9.22 µM), for inactives: top-dose activation, negative = inhibition, usual class: activators | 320,000 tested, 2.8% active | AID 485297; note: % of control where 0% means no effect; nearly all actives have a fitted effect of over 60% in size
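Quantitative HTS format; Huh7 Rab9-luciferase reporter cells (1500/well) receive compound 2 h post-plating, incubate 24 h at 37 °C, then get luciferase reagent for 10 min before luminescence reading.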
BRCA1 expr up: activators of BRCA1 expression; 380,000 tested, 1.1% active; Potency, µM (doses to about 46.1 µM), without a hit: top-dose activation, actives largely listed as activators; MCF7-BRCA1-FFLuc reporter, luminescence, 48 h; response scale: scaled: vehicle 0%, 10 µM genistein 100%; AID 624202; note: nearly all actives have a fitted effect of over 80% in size; some results filed as inactive show a strong effect at the top dose
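Cells: MCF7-BRCA1-FFLuc, 2000/well. Exposure: 48 h, 37 °C, 5% CO2. Read: luminescence, 15 min post-substrate. Controls: genistein 10 microM (maximal activation), DMSO (neutral).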
FLuc counter: firefly luciferase modulation, counter-screen for miR-21 project; P08659; purified FLuc, Km substrates, luminescence inhibition; Potency, µM (series often up to 57.5 µM), inactives show top-dose activity change, negative = inhibition, actives largely listed as inhibitors; 360,000 tested, 6.9% active; AID 588342;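 note: plate controls were vehicle for no effect and reference inhibitor for full effect; nearly all actives have a fitted effect of over 55% in size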
Target sequence (P08659 whole entry, looked up): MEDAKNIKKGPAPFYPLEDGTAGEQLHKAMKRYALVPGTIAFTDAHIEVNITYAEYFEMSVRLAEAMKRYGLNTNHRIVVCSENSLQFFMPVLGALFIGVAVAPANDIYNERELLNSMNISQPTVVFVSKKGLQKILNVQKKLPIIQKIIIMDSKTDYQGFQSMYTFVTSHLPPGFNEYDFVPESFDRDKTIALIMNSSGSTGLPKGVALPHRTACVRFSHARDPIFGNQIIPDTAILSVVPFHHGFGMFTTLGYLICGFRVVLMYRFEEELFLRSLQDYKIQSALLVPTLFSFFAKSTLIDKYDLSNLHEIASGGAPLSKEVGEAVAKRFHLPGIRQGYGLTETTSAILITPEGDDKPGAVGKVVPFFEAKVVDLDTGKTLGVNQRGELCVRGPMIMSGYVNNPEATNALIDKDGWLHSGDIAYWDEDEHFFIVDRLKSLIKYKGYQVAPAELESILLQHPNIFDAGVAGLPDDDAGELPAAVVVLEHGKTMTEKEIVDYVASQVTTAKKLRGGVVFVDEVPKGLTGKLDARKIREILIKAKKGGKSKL
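Biochemical qHTS of compounds, final roughly 60 µM downward over six points, against 10 nM purified firefly luciferase using Km concentrations of substrates (10 uM D-luciferin, 10 uM ATP) in Tris acetate pH 7.5 buffer; luminescence output.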
Active calls of the source: *; ? = inconclusive; nt = no result given; & = joins results of further samples; [ ] = remark or other dose. Unless noted, calls come from the whole dose curve; as a rule, active = well fitted curve in the direction sought with a large enough effect; inconclusive = small, poorly fitted or top-dose-only effect, or another doubt; inactive = no such curve, though single readings can be large; an effect the other way counts as inactive or inconclusive. Potency is the fitted concentration of half-maximal effect. This is a subset. The share of hits here may be higher or lower than overall.

Under each structure – MBNL1-CUG inh, p53 reactivator, uPA generation, NPC1 prom act, Gal4-VP16 FLuc, RORg inh, ELG1 genotox, CXXC DNA block, Rab9 prom act, BRCA1 expr up, FLuc counter
- CN(C)C1=NCC(CSC(=N)N)S1 (configuration not stated)
    -0.1%, 5.4%, ?, -1.4%, 4.2%[10 µM], -10.6%, -10.7%, 5.2%, ?, -12.4%, -1.6%
- O=C(Cc1cccs1)Nc1ccccc1F
    -3.6%, 11.2%, 3.9%, 2.3%, 24.6%, 17.2%, 8.6%, -8.0%, 1.1%, 45.0%, -16.9%
- COc1ccc(NC(=O)C2CCC(=O)N2S(=O)(=O)c2ccc(C)cc2)cc1Cl (configuration not stated)
    6.8%, -10.1%, 2.7%, -8.6%, 1.1%, 6.7%, 3.2%, -4.7%, 2.5%, -11.8%, 2.4%
- CC1(C)C(=O)C2(C(=O)NCc3ccccc3)CCC1C2 (configuration not stated)
    -5.3%, 14.0%, 1.3%, 0.9%, 3.0%, -22.9%, -2.0%, -1.0%, 1.6%, 10.4%, 6.6%[2.3 µM]
- O=C(CCOc1ccccc1)Nc1cccc([N+](=O)[O-])c1
    ?, 20.9%, 0.2%, -2.5%, 6.1%, 21.6%, -6.4%, 11.4%, 0.6%, 56.6%, -3.5%
- COc1cc(C(=O)NCCc2cn3ccccc3n2)cc(OC)c1OC
    1.1%, 7.5%, -10.8%, -4.5%, 8.0%, -26.0%, 11.0%, 1.9%, 1.1%, -15.4%, 5.6%
- O=C(CCCn1c(SCc2cc(=O)n3ccccc3n2)nc2ccccc2c1=O)NCC1CCCO1 (configuration not stated)
    ?, 4.2%, -2.0%, -2.6%, 2.3%, 25.1%, 14.1%, 3.4%, -1.8%, -30.4%, -3.8%
- Nc1ccc(Sc2cnn(-c3ccccc3)c(=O)c2Cl)cc1
    ?, 6.3%, -3.2%, 1.7%, 16.6%, -1.7%, 0.3%, 17.9%, 4.1%, -17.8%, -9.3%
- Cc1ccc(NC(=O)c2cccc(NC3=NC4CS(=O)(=O)CC4S3)c2)cc1 (configuration not stated)
    0.2%, 8.3%, -5.5%, -4.8%, 6.5%, -10.7%, 0.4%, nt, 0.4%, -0.9%, ?
- COc1cccc(NS(=O)(=O)c2ccc3c(c2)CCCN3C(C)=O)c1
    2.2%, -3.5%, -10.5%, 1.1%, -5.6%, 4.1%, -7.2%, -10.3%, 2.3%, -31.5%, 0.6%
- C=CCc1ccc(OCCOc2cccc3ccc(C)nc23)c(OC)c1
    5.3%, 4.9%, nt, -2.3%, -4.8%, 3.5%, -6.2%, 10.1%, 3.0%, 2.9%, 10.7µM*
- CC(C)(C)c1ccc(NC(=O)COC(=O)C2(C)CC2(Cl)Cl)cc1 (configuration not stated)
    1.3%, 5.3%, -15.0%, 23.0%, ?, ?, ?, -5.6%, 12.1%, 86.8%, ?
- C=CCNC(=S)NNC(=O)COc1ccc(Cl)cc1Cl
    -19.5%, 16.4%, -1.3%, 4.1%, 1.4%, 21.0%, -0.9%, 6.6%, 0.1%, 12.2%, -8.3%
- C=CCOc1ccc(/C=N/O)cc1Cl
    -8.6%, 7.7%, -1.7%, 6.8%, -14.4%, -18.3%, 6.1%, 6.2%, 9.1%, 41.2%, ?
- CC(=O)c1ccc(N2CCN(C(=O)c3ccc4ccccc4n3)CC2)cc1
    nt, -1.2%, -6.0%, -6.8%, -5.2%, -9.5%, -2.2%, -3.4%, -2.2%, -1.1%, 1.8%
- COc1ccc(C(=O)Nc2nncs2)cc1S(=O)(=O)N1CC(c2ccccc2)CC1=O (configuration not stated)
    0.0%, 4.6%, -2.8%, -1.2%, -1.3%, -20.0%, 1.8%, -3.2%, 4.6%, -12.6%, -0.4%
- CCN(C(=O)COC(=O)CCC(=O)c1ccccc1)c1c(N)n(Cc2ccccc2)c(=O)[nH]c1=O
    nt, 3.9%, 4.1%, 0.2%, nt, nt, -1.6%, nt, 0.8%, -0.5%, -11.0%
- O=C1CC(N2CCN(Cc3ccc(Cl)cc3)CC2)C(=O)N1CCc1ccccc1 (configuration not stated)
    -2.7%, 1.6%, -6.4%, 1.6%, -11.8%, ?, -2.3%, 22.9%, -2.4%, -15.2%, -2.0%
- Cc1nnc(SCC(=O)Nc2cccc(N)c2)n1-c1ccccc1
    0.6%, nt, -1.4%, 0.4%, 9.9%, 8.3%, 0.5%, -8.1%, 2.6%, -6.4%, 0.9%
- Cc1ccc(O)c(/C=N/NC(=O)c2[nH]ncc2Br)c1
    nt, ?, 9.9%, ?, 1.26µM*, 1.26µM*, 16.4µM*, 2.9%, ?, 2.5%, 4.26µM*
- O=C(CSc1nc2c(cnn2-c2ccccc2)c(=O)[nH]1)N1N=C(c2cccs2)CC1c1ccc(F)cc1 (configuration not stated)
    9.3%, -5.9%, 12.4%, -4.6%, 10.9%, -2.6%, -5.6%, 10.0%, -6.3%, 19.3%, 0.1%
- O=C(COC(=O)C1=COCCO1)Nc1cccc(Oc2ccccc2)c1
    -4.6%, 4.9%, -4.5%, -5.1%, 12.8%, 32.3%, -0.1%, 100.4%[activator], 0.6%, -16.3%, -10.4%
- CCOCCCNC(=S)N1C2CCC1CC(NC(=O)NC1CCCCC1)C2 (configuration not stated)
    -0.7%, 3.7%, -3.2%, -3.6%, 4.8%, ?, -0.9%, -3.3%, -1.5%, 7.4%, 7.3%
- O=C1c2ccc([N+](=O)[O-])cc2S(=O)(=O)N1Cc1ccccc1
    ?, 6.7%, -10.0%, -3.8%, ?, -17.0%, 4.7%, 1.3%, 13.2%, 10.6%, -0.1%
- C=CCOC(=O)/C(=C\C=C\c1ccccc1)NC(=O)c1ccccc1
    ?, 4.3%, 0.3%, 0.2%, 28.0%, 17.7%, -2.5%, -4.4%, 2.1%, 2.4%, ?
- CN(C)C(=O)Cn1c(=O)n(S(=O)(=O)c2ccccc2)c2ccccc21
    -2.9%, -3.0%, 2.3%, -1.2%, -6.9%, 10.5%, 2.4%, -7.8%, -0.3%, 4.7%, -0.6%
- O=C(c1ccccc1)N1CCN(CC(O)COc2ccc(Br)cc2)CC1 (configuration not stated)
    0.3%, nt, 9.0%, -1.9%, -11.8%, 17.8%[1.91 µM], -6.8%, 3.2%, -3.3%, -2.6%, 3.7%
- CCN(CC(=O)Nc1ccc2c(c1)OCCO2)C(=O)c1cc(Cl)nc2ccccc12
    nt, -1.6%, -0.1%, -2.2%, nt, nt, 0.3%, nt, -2.6%, -16.0%, -2.6%
- Cc1ccc(OCCC(=O)Nc2ccc(C)c(S(=O)(=O)N3CCOCC3)c2)cc1
    nt, -2.3%, -24.5%, 0.6%, nt, nt, -2.0%, nt, -1.4%, -9.0%, -6.0%
- Cc1cccn2c(=O)c(C=O)c(Nc3ccc(S(N)(=O)=O)cc3)nc12
    9.2%, -0.3%, 2.7%, -8.4%, -17.8%, -41.3%, 3.1%, 2.3%, -0.9%, 9.4%, 0.6%
- Cc1c(OCC(=O)N2C[C@H]3C[C@@H](C2)c2cccc(=O)n2C3)ccc2c3c(c(=O)oc12)CCC3
    6.7%, 1.4%, 2.8%, -2.7%, -3.0%, -24.4%, ?, 1.4%, 0.6%, 12.7%, 1.6%
- O=C(CCS(=O)(=O)Cc1ccccc1)Nc1nncs1
    5.1%, 2.9%, -6.8%, -3.3%, -8.9%, -24.9%, 1.1%, 14.2%, 11.3%, -47.0%, -0.7%
- COc1cccc(CNC(=O)c2ccc(CS(=O)Cc3ccc(C)cc3)o2)c1 (configuration not stated)
    0.4%, -6.4%, -17.2%, -0.3%, -2.2%, 10.3%, -2.1%, 5.9%, -0.3%, 0.6%, 1.7%
- Cc1ccc(NC(=O)OCCN2CCN(S(=O)(=O)c3ccc(C)cc3)CCC2=O)cc1
    34.0%[activator], -0.5%, -2.5%, -2.7%, -14.7%&1.0%, 27.8%&5.0%, -0.8%, -17.7%, 1.7%, 0.0%, -16.6%
- CC(C)C(=O)Nc1cccc(C(=O)N2CCCCC2C)c1 (configuration not stated)
    0.3%, 2.6%, -8.0%, -0.6%, -13.4%, 2.2%, -0.5%, 7.6%, 7.2%, 1.0%, 2.0%
- CCCN(CCC)C(=O)Cn1c(=O)n(CCCCC(=O)NC2CCCC2)c(=O)c2ccccc21
    -1.0%, 4.4%, -1.2%, 0.5%, -5.5%, -19.4%, 0.3%, 5.4%, 1.6%, 2.0%, -0.1%

Screening results from PubChem.
